CAL PDZ FP-1: blocks peptide binding to human CAL PDZ domain; 0.02% of 330,000 active; purified CAL PDZ, TMR-peptide fluorescence polarization, 1 h; Q9HD26; AID 504414; inhibition, % at 20 µM;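 active = highest replicate inhibition of at least 40%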;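 note: plate controls were DMSO neutral control wells for no effect and unlabeled competitor peptide control wells for full effect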
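System: tagged CAL PDZ domain. Schedule: 1 h room-temperature incubation prior to read. Signal: fluorescence polarization (mP). Measure: percent inhibition from loss of millipolarization.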
Rtt109 HAT inh: C. albicans Rtt109 histone acetyltransferase inhibition; Q5AAJ8; purified Rtt109/Vps75, ThioGlo CoA-SH fluorescence, 4 h; inhibition, % at 34.9 µM; 0.16% of 330,000 active; AID 540336;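 active = inhibition of at least 50% in every replicate; inconclusive = best replicate reaches 50% inhibition but some replicates fall short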
Target sequence (Q5AAJ8 whole entry, looked up): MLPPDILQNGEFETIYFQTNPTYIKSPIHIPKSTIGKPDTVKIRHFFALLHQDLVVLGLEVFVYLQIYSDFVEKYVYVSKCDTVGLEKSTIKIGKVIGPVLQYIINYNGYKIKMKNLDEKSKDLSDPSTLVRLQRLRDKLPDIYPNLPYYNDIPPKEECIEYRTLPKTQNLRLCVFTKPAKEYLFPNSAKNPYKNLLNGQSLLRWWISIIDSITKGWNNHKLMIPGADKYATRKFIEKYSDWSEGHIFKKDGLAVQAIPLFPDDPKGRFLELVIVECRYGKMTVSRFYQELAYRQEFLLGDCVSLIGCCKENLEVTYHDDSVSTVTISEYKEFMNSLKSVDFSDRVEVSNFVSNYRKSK
CAL PDZ FP-2: CAL PDZ (human) peptide binding inhibition; 0.92% of 300,000 active; AID 602252; purified CAL PDZ, TMR-peptide fluorescence polarization, 1 h; inhibition, % at 24.9 µM;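 active = mean inhibition of at least 30% with at least half of replicates also reaching 30%; inconclusive = no clear call, values can overlap the other calls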;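 note: 0% = DMSO neutral control and 100% = excess unlabeled competitor peptide PRC23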
RTF Ca sens inh: cardiac RTF calcium desensitization; P19429+P45379; inhibition, % at 7.15 µM; IANBD-labeled cardiac RTF, Ca2+ fluorescence; 0.12% of 340,000 active;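 active = inhibition above the mean inhibition of all tested compounds plus 3 SD, cut at about 17% in these data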;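 note: assay run at fixed EC70 calcium of 1.6 mM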
cardiac RTF act: cardiac RTF calcium sensitization. P19429+P45379. IANBD-labeled TnC RTF fluorescence at EC20 calcium; 0% EC20 calcium, 100% full calcium. activation, % at 7.2 µM. 0.24% of 340,000 active;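 active = activation above the mean over all tested compounds plus 3 SD, cut at about 30% in these data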;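 note: rise in fluorescence read as greater calcium sensitivity of cardiac thin filaments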
LANA DNA inh: KSHV C-LANA DNA binding inhibition; MBP-C-LANA/FAM-LBS DNA binding, fluorescence polarization; inhibition, % at 9 µM; 0.078% of 340,000 active; AID 504423;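 active = highest replicate inhibition at or above 60% at 9 µM, even if other replicates fall short; inactive = all replicates below 60% inhibition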;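 note: 0% = neutral control wells and 100% = 4 µM acridine orange control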
Keap1 Nrf2 FP: disrupts human Keap1 binding to Nrf2 peptide | Q14145 | Keap1 Kelch-Nrf2 peptide fluorescence polarization, 1536-well | inhibition, % at 9.4 µM | 0.15% of 340,000 active; in the data active = inhibition above about 12%; inconclusive = no clear call, values can overlap the other calls; inactive = below about 7.3%;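 note: human Keap1 Kelch domain with fluorescein labeled Nrf2 9mer peptide probe; 0% = neutral control wells and 100% = peptide positive control; higher means more block of Keap1 binding to Nrf2 peptide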
Target sequence (Q14145 whole entry, looked up, the tested form may be a part): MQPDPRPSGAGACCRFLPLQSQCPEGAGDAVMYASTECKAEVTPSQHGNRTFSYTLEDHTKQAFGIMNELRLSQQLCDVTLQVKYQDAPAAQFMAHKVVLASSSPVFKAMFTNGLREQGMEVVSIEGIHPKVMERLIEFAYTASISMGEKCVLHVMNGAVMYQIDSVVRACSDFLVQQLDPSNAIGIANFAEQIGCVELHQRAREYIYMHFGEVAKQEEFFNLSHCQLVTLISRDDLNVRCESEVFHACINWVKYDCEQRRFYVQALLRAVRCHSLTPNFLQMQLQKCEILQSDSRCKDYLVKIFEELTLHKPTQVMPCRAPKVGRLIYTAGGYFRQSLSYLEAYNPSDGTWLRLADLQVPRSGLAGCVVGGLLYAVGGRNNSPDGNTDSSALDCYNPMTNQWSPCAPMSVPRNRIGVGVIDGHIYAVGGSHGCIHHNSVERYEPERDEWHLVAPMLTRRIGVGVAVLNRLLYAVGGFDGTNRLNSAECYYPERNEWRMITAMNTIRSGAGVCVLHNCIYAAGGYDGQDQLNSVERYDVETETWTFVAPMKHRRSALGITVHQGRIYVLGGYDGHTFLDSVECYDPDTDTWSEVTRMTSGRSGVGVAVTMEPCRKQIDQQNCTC
DAGLB inh: blocks human DAGLB lipase activity | HEK293T DAGLB membrane lysate, EnzChek fluorogenic substrate | inhibition, % at 5.17 µM | 0.059% of 340,000 active | AID 504411; in the data active = inhibition above about 34%;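 note: 0% = enzyme with vehicle and 100% = wells lacking enzyme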
PKA-R2B activ: activates the human PKA-R2B holoenzyme complex; PKA-R2B holoenzyme dissociation, Cy5-IP20 fluorescence polarization; R2B truncated from residue 108, S112A mutant; 0% DMSO only, 100% 113 µM cGMP; activation, % at 11.4 µM; 0.079% of 340,000 active; AID 504700;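 active = activation above a cutoff set at the mean over all compounds plus 3 SD, cut at about 18% in these data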;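 note: higher means more holoenzyme dissociation and a rise in polarization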
SR-BI uptake up: SR-BI HDL lipid transfer activation; CHO ldlA[mSR-BI] cells, DiI-HDL uptake fluorescence, 3 h; 100 = double the neutral-control signal; activation, % at 12.5 µM; 0.096% of 320,000 active;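 active = mean replicate activation of at least 60% and every replicate at or above 60%; inconclusive = mean or all-replicate condition met, but not both; inactive = mean below 60% and not all replicates reaching 60%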;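 note: 0% = median plate neutral-control signal and 100% = twice that signal; values of inactives mirror those of a sister screen read the other way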
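Test system: SR-BI-overexpressing, LDLR-lacking CHO cells; Also added: labelled HDL, 10 µg/mL; Measured by: bottom-read cell fluorescence after medium removal, ex 550/em 595 nm; Timing: 3 h uptake period with compound, 37 °C; Buffer or medium: F12, 0.5% BSA, 25 mM HEPES; Doses: single compound concentration, delivered by pin transfer.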
Numbers without * were called inactive; ? = inconclusive; · = not tested or not shown. This is a random part of the collection. About 1.6% of those tested had a hit in this group.

#1 CC1(C)C2CC[C@]1(C)C(=O)N(CCCCN1CCN(c3ccccn3)CC1)C2=O
#2 N#Cc1c2n(c3c(=O)n(Cc4ccc(Cl)cc4)cnc13)CCCC2
#3 Cc1ccccc1C(=O)NNC(=O)CN1C(=O)c2ccccc2C1=O
#4 COc1ccccc1Nc1nc(N)nc(-c2oc3ccccc3c2C)n1
#5 O=S(=O)(Nc1ccc(N2CCCCC2)cc1)c1cccc2cccnc12
assay / entry	1	2	3	4	5
CAL PDZ FP-1	-0.7	-1.1	-2.5	0.9	-0.2
Rtt109 HAT inh	14	6	0	0	5
CAL PDZ FP-2	-7	0	-1	0	-3
RTF Ca sens inh	-7	-5	-15	-2	0
cardiac RTF act	9	-1	-6	2	1
LANA DNA inh	0.0	-2.9	-0.1	0.9	1.7
Keap1 Nrf2 FP	-2	-4	1	4	0
DAGLB inh	0	0	1	-2	2
PKA-R2B activ	10	13	-12	-2	-5
SR-BI uptake up	-5	-10	15	2	-8

#6 COc1ccccc1NS(=O)(=O)c1ccc2oc(N)nc2c1
#7 Cc1cccc(OCC(=O)Nc2ccccc2N2CCCCC2)c1
#8 CCC(=O)N1CCN=C1SCc1cccc(C(F)(F)F)c1
#9 CCOC(=O)N1CCC(N(CCOC)C(=O)Nc2ccc(Cl)c(Cl)c2)CC1
#10 O=C(Cc1cccc(NC(=O)C2CCCN(C(=O)c3ccccc3)C2)c1)Nc1cccc(C(=O)N2CCCCC2)c1 (stereo unspecified)
assay / entry	6	7	8	9	10
CAL PDZ FP-1	-0.3	-1.8	-2.1	-1.3	0.1
Rtt109 HAT inh	5	·	13	5	-1
CAL PDZ FP-2	-3	5	-4	0	0
RTF Ca sens inh	4	-12	2	-17	-7
cardiac RTF act	-4	2	-8	12	0
LANA DNA inh	-0.1	-1.3	0.8	0.6	6.9
Keap1 Nrf2 FP	2	-5	1	-2	-5
DAGLB inh	-1	-15	-3	-5	-6
PKA-R2B activ	3	4	2	-5	-3
SR-BI uptake up	18	-36	0	-47	-7

#11 COc1ccc(OC)c(NC(=O)NC2(C(F)(F)F)Oc3ccccc3O2)c1
#12 O=C(COC(=O)c1ccco1)NCC1CCCO1 (stereo unspecified)
#13 CC(C)CNC(=O)c1cccc(NC(=O)C(C)C)c1
#14 Cc1ccc(C(C)(O)CS(=O)(=O)Cc2ccccc2)cc1 (stereo unspecified)
#15 COc1ccc(S(=O)(=O)N2CC3CCCN3c3ccc(C(F)(F)F)cc32)cc1 (stereo unspecified)
assay / entry	11	12	13	14	15
CAL PDZ FP-1	-1.5	-0.9	-0.5	-1.0	-1.7
Rtt109 HAT inh	8	-21	-11	2	3
CAL PDZ FP-2	-3	1	2	·	3
RTF Ca sens inh	-6	-12	1	-8	6
cardiac RTF act	0	7	1	4	2
LANA DNA inh	-1.0	0.2	0.8	0.1	-1.4
Keap1 Nrf2 FP	-4	7	-4	-7	-8
DAGLB inh	-2	5	-1	-2	-4
PKA-R2B activ	8	-6	5	9	-10
SR-BI uptake up	29	24	1	11	-40

#16 COc1cccc(NC(=O)CSc2nc3ccccc3c(=O)n2CCCC(=O)NCC2CCCO2)c1 (stereo unspecified)
#17 CN1CCN(c2ccccc2NC(=O)c2ccc(N3CCOCC3)c([N+](=O)[O-])c2)CC1
#18 COc1cccc(C2CC(=O)Nc3cc4c(cc32)OCCO4)c1OC(C)C (stereo unspecified)
#19 O=C(O)c1ccccc1-c1ccc(/C=C2\SC(=O)N(c3ccccc3)C2=O)o1
#20 O=C(c1cccc(C(F)(F)F)c1)N1CCOC12CCN(c1ncc(C(F)(F)F)cc1Cl)CC2
assay / entry	16	17	18	19	20
CAL PDZ FP-1	-2.1	-2.7	-2.6	-0.5	0.0
Rtt109 HAT inh	22	2	6	-1	9
CAL PDZ FP-2	-1	-5	·	-4	-2
RTF Ca sens inh	1	14	-6	-15	0
cardiac RTF act	-1	-9	-5	19	-8
LANA DNA inh	-1.6	-0.4	-1.2	1.8	-0.5
Keap1 Nrf2 FP	8	4	5	-4	4
DAGLB inh	0	1	5	0	-17
PKA-R2B activ	-7	3	-12	12	8
SR-BI uptake up	25	-29	35	16	16

#21 Cc1nc(NC(=O)c2ccc(F)cc2)sc1C(=O)Nc1ccc2c(c1)CCC2
#22 C[C@@H]1CN([C@@H](C)CO)C(=O)Cc2cc(NC(=O)Nc3ccc(C(F)(F)F)cc3)ccc2O[C@@H]1CN(C)S(=O)(=O)c1ccc(Cl)cc1
#23 CCOc1cc(C(=O)N(Cc2ccccc2)c2ccc(C)cc2)ccc1OCC(=O)N1CCOCC1
#24 CCC(=O)N1CCc2cc(Br)cc(S(=O)(=O)NC3CCN(Cc4ccccc4)CC3)c21
#25 CSc1ccccc1C(=O)N(CC1CCCO1)c1c(N)n(Cc2ccccc2)c(=O)[nH]c1=O (stereo unspecified)
assay / entry	21	22	23	24	25
CAL PDZ FP-1	-1.7	0.0	-0.2	-2.4	-0.6
Rtt109 HAT inh	33	3	-3	8	0
CAL PDZ FP-2	-4	-3	-3	-3	-4
RTF Ca sens inh	14	0	6	-12	-5
cardiac RTF act	-4	-3	-4	-3	0
LANA DNA inh	-0.6	-0.8	-1.1	0.2	-0.3
Keap1 Nrf2 FP	2	-2	-1	-3	-1
DAGLB inh	-5	1	0	4	0
PKA-R2B activ	-9	-13	-5	-3	-12
SR-BI uptake up	-60	90*	-6	·	13

#26 COc1ccc(COc2cc(-c3cccc(OC)c3)nc3ccc(N)cc23)cc1
#27 O=C(Nc1cccc(O)c1)c1cc(-c2ccc3c(c2)OCO3)on1
#28 CC(C)CC(COCc1cccc(C(F)(F)F)c1)N1CCN(C(=O)c2cccc(C(F)(F)F)c2)CCC1=O (stereo unspecified)
#29 O=C(Nc1nc2ccccc2n1CCN1CCOCC1)c1ccc(Cl)cc1
#30 CCOC(=O)C(C)n1nc(/C=C/c2ccccc2)ccc1=O (stereo unspecified)
assay / entry	26	27	28	29	30
CAL PDZ FP-1	0.0	-3.0	-0.4	-0.5	-0.3
Rtt109 HAT inh	-8	-5	21	-6	-36
CAL PDZ FP-2	3	60*	-2	0	-8
RTF Ca sens inh	-4	-7	6	-5	-6
cardiac RTF act	2	-6	-2	3	0
LANA DNA inh	3.0	-1.4	0.9	-1.1	4.5
Keap1 Nrf2 FP	2	-1	-4	-2	3
DAGLB inh	-2	1	-9	1	0
PKA-R2B activ	-7	-6	-8	4	8
SR-BI uptake up	-38	3	-15	-45	-1

#31 COc1ccc(COc2ncnc3ccc(Br)cc23)cc1F
#32 O=C(NCc1ccco1)c1cnc2sccn2c1=O
#33 COc1cc(C=C2C(=O)c3ccccc3C2=O)ccc1O
#34 OCCCc1nc2ccccc2n1CCc1ccccc1
#35 C/C(CC(=O)Nc1ccc(C)c(Cl)c1)=N\NC(=O)Cc1cnc(N)s1
assay / entry	31	32	33	34	35
CAL PDZ FP-1	-2.1	0.9	-3.2	-0.4	·
Rtt109 HAT inh	-1	3	22	0	1
CAL PDZ FP-2	27	-5	-2	-6	-2
RTF Ca sens inh	-22	-2	-8	-2	1
cardiac RTF act	-4	-2	0	1	-2
LANA DNA inh	0.9	2.6	3.0	-0.6	0.9
Keap1 Nrf2 FP	0	-6	3	4	1
DAGLB inh	-3	0	3	1	0
PKA-R2B activ	-1	-6	16	4	-1
SR-BI uptake up	-8	10	·	-16	15

#36 CC(C)c1nnc(NC(=O)CCS(=O)(=O)c2nc(-c3cccs3)cc(C(F)(F)F)n2)s1
#37 COC1OC(COCc2ccccc2)C(N)C(OCc2ccccc2)C1OCc1ccccc1 (stereo unspecified)
#38 COCCN(C(=O)CSc1nnc(-c2cccc(C)c2)n1C)c1c(N)n(Cc2ccccc2)c(=O)[nH]c1=O
#39 O=C(CNc1cccc(S(=O)(=O)N2CCCCC2)c1)Nc1cccc(F)c1
#40 Cc1ccc(S(=O)(=O)Cc2ccc(C(=O)NCCCN3CCN(C)CC3)o2)cc1
assay / entry	36	37	38	39	40
CAL PDZ FP-1	-1.9	-0.6	-1.2	-2.6	-1.0
Rtt109 HAT inh	-3	-12	-5	10	15
CAL PDZ FP-2	5	-1	0	-2	-2
RTF Ca sens inh	-1	2	-4	-9	3
cardiac RTF act	11	-11	5	-6	-1
LANA DNA inh	0.7	-1.5	0.2	1.0	0.8
Keap1 Nrf2 FP	-2	5	1	-2	-9
DAGLB inh	1	-12	0	0	2
PKA-R2B activ	-7	-4	-5	-2	-2
SR-BI uptake up	-16	-2	14	16	40

#41 Brc1cccc(Cn2c(-c3cncs3)nc3ccccc32)c1
#42 CCOc1ccc(NC(=O)Cn2nnc(-c3ccc(C(N)=O)cc3)n2)cc1S(=O)(=O)N1CCCC1
#43 Cc1ccc(S(=O)(=O)N2CCN(CC(=O)N/N=C/c3ccc(Br)s3)CC2)cc1
#44 NC[C@@H]1O[C@H](C23CC4CC(CC(C4)C2)C3)Cc2c1ccc(O)c2O
#45 COc1ccccc1NC(=O)Cn1cnc2sc(C(=O)NCc3ccco3)c(C)c2c1=O
assay / entry	41	42	43	44	45
CAL PDZ FP-1	-0.7	-4.2	-0.3	-0.2	-0.6
Rtt109 HAT inh	9	?	-4	-7	2
CAL PDZ FP-2	-1	-3	-3	2	-6
RTF Ca sens inh	-1	-1	-4	-1	-9
cardiac RTF act	0	-4	-2	-3	2
LANA DNA inh	2.1	-0.7	1.0	1.5	2.1
Keap1 Nrf2 FP	-8	3	3	-2	-1
DAGLB inh	-2	-5	0	12	0
PKA-R2B activ	5	-6	5	-2	-6
SR-BI uptake up	-13	-44	-5	-1	-24

Assay outcomes from PubChem.
